Source: PubChem (Sanford-Burnham Center for Chemical Genomics)
PfGluPho inh: PfG6PD enzyme inhibitors, primary screen, biochemical, fluorescence intensity, uHTS; glucose-6-phosphate dehydrogenase-6-phosphogluconolactonase (Plasmodium falciparum 3D7); PfGluPho enzyme, NADPH resazurin-diaphorase fluorescence; inhibition, % at 20 µM; 0.78% of 350,000 active; AID 504690, 2011;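 active means inhibition reaching at least a set limit at 20 µM in the primary screen, cut at about 59% in these data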;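 further: 0% = DMSO wells with substrate and 100% = DMSO wells lacking glucose-6-phosphate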
ATG4B inh: ATG4B protease inhibitors, primary screen, biochemical, fluorescence, uHTS; Cysteine protease ATG4B (Homo sapiens), Q9Y4P1; ATG4B cleavage of LC3-PLA2, NBD-HPC fluorescence, 1 h; inhibition, % at 8.33 µM; 0.51% of 340,000 active; AID 504462, 2011; in the data active means inhibition above about 40%
Target sequence (Q9Y4P1 whole entry, looked up): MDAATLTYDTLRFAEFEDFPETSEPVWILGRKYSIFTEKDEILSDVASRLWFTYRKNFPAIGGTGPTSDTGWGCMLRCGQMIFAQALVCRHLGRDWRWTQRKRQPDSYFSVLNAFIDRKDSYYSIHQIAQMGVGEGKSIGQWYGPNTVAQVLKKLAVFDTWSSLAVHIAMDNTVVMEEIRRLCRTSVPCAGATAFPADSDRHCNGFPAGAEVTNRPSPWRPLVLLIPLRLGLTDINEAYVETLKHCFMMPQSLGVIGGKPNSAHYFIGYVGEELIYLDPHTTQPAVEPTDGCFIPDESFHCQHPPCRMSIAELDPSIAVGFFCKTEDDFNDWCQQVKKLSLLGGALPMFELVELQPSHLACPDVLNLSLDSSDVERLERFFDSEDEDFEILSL
SENP6 inh: SENP6 protease inhibitors, primary screen, biochemical, luminescence, uHTS; Recombinant SENP6 catalytic domain, aminoluciferin luminescence; inhibition, % at 10 µM; Sentrin-specific protease 6 (Homo sapiens), Q9GZR1; 1.8% of 330,000 active;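 active means inhibition above about 50% at the single tested dose, limit read from the data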;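 further: plate controls were DMSO wells with enzyme for no effect and DMSO wells lacking enzyme for full effect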
Target sequence (Q9GZR1 628-1112 limits assumed): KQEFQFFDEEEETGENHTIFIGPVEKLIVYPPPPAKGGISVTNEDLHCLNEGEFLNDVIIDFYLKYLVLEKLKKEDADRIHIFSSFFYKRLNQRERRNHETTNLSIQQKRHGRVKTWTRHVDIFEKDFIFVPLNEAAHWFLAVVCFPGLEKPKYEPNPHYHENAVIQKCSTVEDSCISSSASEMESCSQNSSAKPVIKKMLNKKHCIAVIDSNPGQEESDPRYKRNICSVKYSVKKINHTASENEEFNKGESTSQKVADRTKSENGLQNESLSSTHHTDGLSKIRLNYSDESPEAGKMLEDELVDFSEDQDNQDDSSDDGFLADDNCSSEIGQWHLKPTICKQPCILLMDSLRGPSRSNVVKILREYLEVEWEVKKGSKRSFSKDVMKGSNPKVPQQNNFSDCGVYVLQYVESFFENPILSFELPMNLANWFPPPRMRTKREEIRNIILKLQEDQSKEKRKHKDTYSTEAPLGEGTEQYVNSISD
SENP8 block: human SENP8 protease inhibitors, primary screen, biochemical, fluorescence, Nedd8 protein substrate, uHTS; Sentrin-specific protease 8 (Homo sapiens), Q96LD8; recombinant SENP8; inhibition, % at 20 µM; 0.64% of 360,000 active; in the data active means inhibition mostly above about 40%, no sharp cut-off; inactive means mostly below about 27%
MPTP inh: mitochondrial permeability transition pore inhibitors, primary screen, biochemical, isolated mouse mitochondria, absorbance; Ca2+ swelling absorbance, 30 min; inhibition, % at 10 µM; 1.4% of 360,000 active; AID 602449, 2012;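 active means inhibition of 50% or more, scaled per plate between neutral and stimulator controls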;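 further: 0% = DMSO wells given calcium and 100% = 1 mM EGTA wells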
NR3A LBD binder: binders of NR3A ligand-binding domain, primary screen, biophysical, differential scanning fluorimetry, uHTS; NR3A LBD differential scanning fluorimetry, Tm shift; 0% = protein alone, 100% = glycine-bound protein; Tm shift relative to glycine control, % at 25 µM; 2.5% of 340,000 active; AID 1259313, 2017;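 active means melting temperature shift of at least 10% of the positive control shift, at one fixed dose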
SENP7 inh: SENP7 protease inhibitors, primary screen, biochemical, luminescence, uHTS; Sentrin-specific protease 7 (Homo sapiens), Q9BQF6; recombinant SENP7, Z-RLRGG-aminoluciferin luminescence, 40 min; inhibition, % at 5 µM; 1.5% of 330,000 active;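 active means inhibition above about 50% at the single test dose, limit read from the data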;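 further: plate controls were DMSO with enzyme for no effect and no enzyme buffer wells for full effect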
HKDC1 inh: HKDC1 hexokinase inhibitors, primary screen, biochemical, fluorescence, uHTS; recombinant HKDC1, G6PDH/diaphorase resazurin coupled fluorescence; Q2TB90; 0.16% of 340,000 active; inhibition, % at 20 µM; AID 493160, 2011;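 active means inhibition above about 35% when tested at 20 µM, limit read from the data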;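 further: plate controls were DMSO wells with enzyme for no effect and DMSO wells lacking enzyme for full effect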
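Assay system: in-house recombinant HK5 (HKDC1) enzyme. Input: HKDC1 at 5 µg/mL. Medium: Tris pH 8.0 buffer with MgCl2, Tween-20, BSA, BME. Dosing: single 20 µM dose. Schedule: 90 min reaction incubation at room temperature, dark. Signal: resazurin-to-resorufin fluorescence via G6PDH and diaphorase coupling, 525/613 nm. Controls: DMSO-enzyme wells negative, buffer-substituted wells positive.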
Starred values were filed as active, the others as inactive; · = no result given. An excerpt; count on the stated rates, not on these rows.

Fields: PfGluPho inh, ATG4B inh, SENP6 inh, SENP8 block, MPTP inh, NR3A LBD binder, SENP7 inh, HKDC1 inh
Cc1nc2ccccc2c(=O)n1-c1ccc(Br)cn1
  1, -5, 3, 27, 0.7, 2, -1, -5
N#CC(C#N)=NNc1ccc(S(N)(=O)=O)cc1
  9, 7, 5, 44*, 3.1, 10, 3, 8
CC1CC(NC(=O)C2C3CCC(O3)C2C(=O)O)CC(C)(C)C1 (stereo not drawn)
  -8, 5, 5, 16, -0.8, 0, 6, 8
O=C1NC(=O)C2(Cc3ccccc3N3CCCC32)C(=O)N1c1cccc(Cl)c1 (stereo not drawn)
  -5, 6, 2, 34, 2.3, -5, 3, 1
COC(=O)C1=C(c2ccc(F)cc2OCc2ccccc2)C[C@@H]2CC[C@H]1N2C(=O)N1CCCCC1
  -4, 17, -12, -3, 0.5, 0, 2, -1
CCN1CCN(C(=O)COc2cc(=O)n(CC)c3ccccc23)CC1
  -8, 5, -5, -1, -2.4, -2, 6, -3
Cc1ccsc1C(=O)C1CCCN(Cc2cccc(OCCO)c2)C1 (stereo not drawn)
  12, 1, -2, -3, -3.4, 0, -4, -6
COC(=O)C1C2c3ccccc3OC1(C)N=c1s/c(=C/c3cn(C)nc3C)c(=O)n12 (stereo not drawn)
  -36, -19, -7, 17, 0.1, -1, 2, -20
CCC1(C)OC(c2ccccc2)=C/C(=C/C=C2C(=O)NC(=O)NC2=O)O1 (stereo not drawn)
  -9, -1, ·, 30, 13, 0, ·, -5
NP(=O)(OCCCc1ccccc1)Oc1ccccc1 (stereo not drawn)
  12, 8, -8, 20, 1.4, -2, -5, -7
c1ccc(-c2nc(N3CCOCC3)s[n+]2-c2ccccc2)cc1
  59*, -10, 14, 10, -5.5, 2, 7, -12
C[N+](C)(C)Cc1ccccc1
  -7, -2, 0, -2, 0.7, -1, 6, 0
CC1CN(c2ccccn2)C(C)CN1C(=O)C(O)(c1ccccc1)c1ccccc1 (stereo not drawn)
  2, -1, ·, -25, -1.2, -3, ·, 4
COc1ccccc1N=Cc1c(O)n(C)c(=O)n(C)c1=O
  -14, 7, 63*, -320, -1.7, 0, 56*, 9
CC(C)c1ccc(NC(=O)CSc2nnc(OC(=O)N(C)C)n2C2CC2)cc1
  -1, -3, -18, 5, -2.1, 0, 10, -7
C=C(C)Cn1c(=O)n(CC2CS2)c2ccccc21 (stereo not drawn)
  10, -8, 0, 19, 0.7, 1, 7, -11
CC(CC(C)(C)N1CC1)=NNC(=O)Nc1cccc2ccccc12
  6, -10, ·, -458, -1.9, 0, ·, 8
CN(C)CC1Oc2ccccc2OC1(O)c1ccccc1 (stereo not drawn)
  31, 19, ·, 35, 3.4, 3, ·, 18
Cc1cc(NCCN)nc2ccccc12
  18, -5, -12, -92, 2.0, 1, 8, -7
CC(=O)OC1CCC2(C)C(CCC3C2CC(=O)C2(C)C3CC(N3CC3)C2C(C)=O)C1 (stereo not drawn)
  -4, 2, ·, 31, -0.5, 0, ·, -2

Complete entries, quoted from the list.
CCN1CCN(C(=O)COc2cc(=O)n(CC)c3ccccc23)CC1 across the screens: PfGluPho inh: -8; ATG4B inh: 5; SENP6 inh: -5; SENP8 block: -1; MPTP inh: -2.4; NR3A LBD binder: -2; SENP7 inh: 6; HKDC1 inh: -3
CC1CC(NC(=O)C2C3CCC(O3)C2C(=O)O)CC(C)(C)C1 (stereo not drawn) across the screens: PfGluPho inh: -8; ATG4B inh: 5; SENP6 inh: 5; SENP8 block: 16; MPTP inh: -0.8; NR3A LBD binder: 0; SENP7 inh: 6; HKDC1 inh: 8

Later entries:
Fields: PfGluPho inh, ATG4B inh, SENP6 inh, SENP8 block, MPTP inh, NR3A LBD binder, SENP7 inh, HKDC1 inh
CC(=O)c1ccc2c(c1)C1C(Cl)C(Sc3ccccc3[N+](=O)[O-])CC1C(c1ccccc1[N+](=O)[O-])N2 (stereo not drawn)
  59*, 13, 1, 9, 1.0, -1, 10, 16
c1ccc2c3c([nH]c2c1)CNCC3
  11, -6, -14, 0, -0.9, 1, -9, -4
O=C(Cc1ccc(Cl)cc1)NCCN1CCN(C(=O)Cc2ccc(Cl)cc2)CC1
  -9, 2, -11, 5, -0.1, -2, 13, -8
Cc1cc(OC(C)C(=O)NCc2ccncc2)c2c3c(c(=O)oc2c1)CCC3 (stereo not drawn)
  12, -3, -16, -455, 1.3, -1, -5, 0
O=C(COc1ccccc1)N1CCN(CC2CC=CCC2)CC1 (stereo not drawn)
  11, -4, -19, 4, 0.7, 1, -3, -3
O=S(=O)(c1ccc(Cl)cc1)c1ccc(Cl)cc1
  34, 2, 2, 3, -0.3, 2, 4, -1
CCC(C)N1C(=O)/C(=C\c2ccc(N3CCCCCC3)cc2)C(=O)NC1=S (stereo not drawn)
  9, 10, 6, -26, -19, 4, 6, 22
O=c1c2ccccc2nc(/C=C/c2ccc3c(c2)OCO3)n1-c1cccc(O)c1
  -2, 9, 18, -49, -0.1, -1, 6, -8
COc1ccc(NC(=O)c2cn(CCC#N)nc2-c2ccc(OC)c(OC)c2)cc1
  -13, 2, -14, 10, 0.2, -2, 14, 0
Nc1cccc(N=Cc2c(O)n(Cc3ccc(F)cc3)c(=O)[nH]c2=O)c1
  20, -4, -11, -64, 0.3, 0, 0, 13
CN(C)C(CNC(=O)Cc1ccc(Br)cc1)c1ccccc1 (stereo not drawn)
  0, -2, -20, 4, 0.1, 2, -5, -9
C=C1[C@H]2C[C@H]3[C@H]4N5C[C@]6(C)CCC[C@]47[C@H]([C@H]2O)[C@]3(C[C@]5(O)[C@H]67)[C@@H]1O
  -10, -9, -2, 22, -1.6, 1, -9, -2
C(#CCN1CCOCC1)COCc1ccccc1
  -4, -12, 6, 15, -2.3, 0, -1, -10
O=C1C2CCCN2C(c2cccc(Cl)c2)N1c1ccccn1 (stereo not drawn)
  -1, 2, 2, 6, -0.8, -2, -6, -8
COc1ccccc1N1CCN(Cc2ccc(Br)cc2)CC1
  1, -3, -9, 10, 0.3, 0, -2, 0
O=C1NC(=O)N(CCC2=CCCCC2)C(=O)/C1=C/c1cccs1
  30, 2, -9, -1, 13, 1, -6, 13
CC1CN(O)C2CCc3c(no[n+]3[O-])C12O (stereo not drawn)
  -10, 5, -5, 23, 0.4, -2, -2, -5
Cc1c(C(c2ccc(Cl)cc2Cl)c2c(O)c3ccccc3oc2=O)c(=O)n(-c2ccccc2)n1C (stereo not drawn)
  -2, 7, 1, 2, 1.4, -2, 0, 0
CC(=O)OC1C2CCC1C(N1CCCCC1)CC2 (stereo not drawn)
  11, -1, -30, 10, -0.4, -1, 6, -8
C/C(=N\N1CCN(C)CC1)c1c(O)n(Cc2ccccc2)c(=O)[nH]c1=O
  -1, -8, 5, 24, 0.8, -1, 4, -8

Structures shown so far that have a thiophene ring, fused or not (two):
Fields: PfGluPho inh, ATG4B inh, SENP6 inh, SENP8 block, MPTP inh, NR3A LBD binder, SENP7 inh, HKDC1 inh
Cc1ccsc1C(=O)C1CCCN(Cc2cccc(OCCO)c2)C1 (stereo not drawn)
  12, 1, -2, -3, -3.4, 0, -4, -6
O=C1NC(=O)N(CCC2=CCCCC2)C(=O)/C1=C/c1cccs1
  30, 2, -9, -1, 13, 1, -6, 13

Next entries follow.
Fields: PfGluPho inh, ATG4B inh, SENP6 inh, SENP8 block, MPTP inh, NR3A LBD binder, SENP7 inh, HKDC1 inh
NC(=O)c1ccc(N)nc1
  1, -5, ·, 8, -0.1, 2, ·, -5
O=C1Nc2ccccc2C1Cc1nc2ccccc2c(=O)n1-c1ccccc1 (stereo not drawn)
  4, 2, -5, -20, 0.6, 3, -3, 3
CCc1ccc(N2C(=O)CC(=O)NC2=O)cc1
  6, -4, -8, 9, -0.3, -1, -1, -5
COc1ccc(C2CN(C)CC2C(=O)c2ccc(C)cc2)cc1Cl (stereo not drawn)
  -10, -4, 3, 16, 0.6, 0, -8, -1
CCCCn1c(N)c(C(=O)NCc2cccs2)c2nc3ccccc3nc21
  31, -5, 88*, -257, 3.2, 5, 38, 12
CC1SC2(CN3CCC2CC3)NC1=O (stereo not drawn)
  -11, -1, -15, 12, -1.9, 0, 1, -5
COCOC1CCC2C3CCC4=CC(=O)CCC4=C3C=CC12C (stereo not drawn)
  32, -1, ·, -126, -0.7, -5, ·, 25
CN1CCN(Cc2cn(C)c3ccccc23)CC1CCO (stereo not drawn)
  -7, 4, ·, 15, 0.1, 2, ·, -1
c1ccc(C(c2ccccc2)c2ccncc2)cc1
  -6, -5, ·, 9, 0.2, 0, ·, -6
CCOc1cc2c(cc1OCC)-n1cccc1C(c1ccc(OC)c(OC)c1)NC2 (stereo not drawn)
  -20, 1, 3, 13, -0.4, 1, 8, 2
Cc1ccccc1CS(=O)(=O)Cc1ccc(C(=O)N2CCC3(CC2)OCCO3)o1
  -21, 7, -17, 8, -0.5, -2, -2, 6
COC(=O)C1=C(c2ccccc2)C[C@@H]2CC[C@H]1N2C(=O)NCCNC(C)=O
  -9, 4, 2, -2, -0.1, 0, 1, -5
COc1ccc(N2CCN(CCc3ccncc3)CC2)cc1
  16, -2, -20, 9, -0.9, -3, -2, -7
CCN(CC)S(=O)(=O)c1cc(NC(=O)C(C)N2CC=C(c3ccccc3)CC2)ccc1C (stereo not drawn)
  18, -8, -9, 27, 3.4, -1, 3, -6
COc1ccc(NP(=O)(Nc2ccc(OC)cc2)Oc2ccccc2)cc1
  -3, 6, -4, 21, 0.8, -2, -10, 2
COc1ccc2c(c1)/C(=C/c1cnc[nH]1)C(=O)N2
  16, -9, 4, 31, -1.1, 1, 6, -4
COc1cccc(C(=O)C2CCCN(Cc3ccon3)C2)c1 (stereo not drawn)
  -4, 3, -6, 14, 1.9, 0, 6, 4
O=C1NC(=O)C(=Cc2csc3ccccc23)C(=O)N1
  65*, 0, 7, 22, -1.8, -1, 4, 3
C#CCN1C(=O)C2(C(C#N)=C(N)OC(C)=C2C(=O)OCc2ccccc2)c2ccccc21 (stereo not drawn)
  5, 3, 7, 23, 2.9, -1, -4, 2
O=c1c2ccccc2nc(N2CCCC2)n1-c1ccc(Cl)cc1
  0, 17, -4, -315, 2.1, 1, 9, -1
COC(=O)C1=C(c2ccc3ccccc3c2)C[C@@H]2CC[C@H]1N2C(=O)NC1CCCCC1
  9, -2, 1, 13, 0.4, -1, 2, 0
CCOC(=O)/C(CCCN(CC)CC)=N\O
  2, -1, -4, 5, -5.7, 2, -4, -8
C=CCn1c(O)c(N=Nc2c(C)n(C)n(-c3ccccc3)c2=O)c(=O)[nH]c1=S
  -2, 1, 0, 15, -1.2, -3, 3, 15
